FBPA Giardia inh = qHTS Assay for Inhibitors of Fructose-1,6-bisphosphate Aldolase from Giardia Lamblia; A8B2U2; purified Giardia FBPA; Potency, µM (doses to about 59.6 µM), for the others: top-dose activity, negative = inhibition, hits mostly inhibitors; hit rate 0.71% among 290,000; further: potency means the concentration at half of the fitted maximal effect; nearly all actives have a fitted effect of over 55% in size
Target sequence (A8B2U2 whole entry, looked up): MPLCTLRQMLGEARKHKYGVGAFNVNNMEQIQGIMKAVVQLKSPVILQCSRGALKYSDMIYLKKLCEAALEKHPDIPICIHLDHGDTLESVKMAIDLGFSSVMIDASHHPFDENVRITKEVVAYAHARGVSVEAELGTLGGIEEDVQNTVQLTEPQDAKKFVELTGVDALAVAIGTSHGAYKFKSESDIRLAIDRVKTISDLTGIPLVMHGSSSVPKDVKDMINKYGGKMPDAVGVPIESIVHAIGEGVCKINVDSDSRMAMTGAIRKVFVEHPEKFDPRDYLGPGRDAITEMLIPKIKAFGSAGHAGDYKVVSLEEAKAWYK
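40 nM FBPA preincubated 10 min at RT with compound (up to 57.5 uM final), then substrate plus GAPDH/TPI/NAD/arsenate coupling and diaphorase/resazurin added. Fluorescence read after 20 min at RT, 525/598 nm.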
AmpC inh detg = qHTS Inhibitors of AmpC Beta-Lactamase (assay with detergent); P00811; AmpC hydrolysis of nitrocefin, absorbance 480 nm, 0.01% Triton; Potency, µM (series often up to 114 µM), inactives show at the highest dose activity change, negative = inhibition, most hits filed as inhibitors; hit rate 0.041% among 370,000;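 further: potency means the concentration at half of the fitted maximal effect; 0% = no-compound wells and -100% = no-enzyme wells; nearly all actives have a fitted effect of over 25% in size; some results filed as inactive show a strong effect at the top dose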
Target sequence (P00811 whole entry, looked up): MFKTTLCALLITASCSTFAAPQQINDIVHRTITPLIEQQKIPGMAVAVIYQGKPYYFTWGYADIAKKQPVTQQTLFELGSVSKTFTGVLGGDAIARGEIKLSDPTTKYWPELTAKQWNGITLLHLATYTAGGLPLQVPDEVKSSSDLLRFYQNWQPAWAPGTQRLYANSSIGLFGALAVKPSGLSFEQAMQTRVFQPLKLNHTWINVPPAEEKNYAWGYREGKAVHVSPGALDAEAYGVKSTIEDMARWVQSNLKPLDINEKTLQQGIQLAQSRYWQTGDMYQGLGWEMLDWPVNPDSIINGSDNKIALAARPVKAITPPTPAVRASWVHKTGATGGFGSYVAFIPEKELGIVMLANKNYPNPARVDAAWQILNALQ
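20 mM phosphate pH 7.0 + 0.01% (detergent screen) or 0.0001% Triton X-100; 5.3 nM AmpC reagent; cpd preinc 15 min RT; nitrocefin (800 uM stock) to start; A480 q20 s × 4 min; Activity was normalised to no-enzyme and no-compound control wells.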
HCMV inh = qHTS Assay for inhibitors of the human cytomegalovirus (HCMV); HFF cells, HCMV-luciferase reporter, 72 h; stronger effect = lower value; activity change, negative = inhibition, % at 57.5 µM; hit rate 4.5% among 410,000; AID 1259415, 2018; in the data active means activity change below about -60%; inconclusive means no clear call, values can overlap the other calls; inactive means above about -39%
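After 16 h attachment at 37C, HFF cells received test compound and HCMV-luciferase (1 PFU/cell); reporter luminescence read 72 h later, data normalized against buffer-only and known inhibitor Salinomycin.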
HCV inhibitor = qHTS Assay for Inhibitors of Hepatitis C Virus (HCV). hit rate 3.4% among 340,000. Huh7.5.1 HCVcc-Cre infection, luciferase reporter, 44 h. Potency, µM (doses to about 41.8 µM), for the others: at the top dose activity change, negative = inhibition, usual class: inhibitors; further: potency means the concentration at half of the fitted maximal effect
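Infectious HCV cell culture screen: compound-treated cells (1,000/well, pre-plated 4 h) are infected with HCVcc-Cre at roughly 0.5 moi and grown 44 h. Infection is quantified by luciferase signal after 15 min substrate incubation at room temperature.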
AmpC no deterg = qHTS Inhibitors of AmpC Beta-Lactamase (assay without detergent) | P00811 | AmpC nitrocefin hydrolysis, absorbance 480 nm, 0.0001% Triton | Potency, µM (series often up to 57.1 µM), for the others: at the highest dose activity change, negative = inhibition, most hits filed as inhibitors | hit rate 0.52% among 330,000 | AID 485341, 2010;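 further: potency means the concentration at half of the fitted maximal effect; plate controls were no compound for no effect and no enzyme for full effect; nearly all actives have a fitted effect of over 20% in size; some results filed as inactive show a strong effect at the top dose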
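20 mM phosphate pH 7.0 + 0.01% (detergent screen) or 0.0001% Triton X-100; 5.3 nM AmpC reagent; cpd preinc 15 min RT; nitrocefin (800 uM stock) to start; A480 q20 s × 4 min; Activity was normalised to no-enzyme and no-compound control wells.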
Sm TGR block = qHTS Assay for the Inhibitors of Schistosoma Mansoni Peroxiredoxins; Schistosoma mansoni thioredoxin glutathione reductase (TGR), Q962Y6; purified TGR, DTNB reduction, TNB absorbance 405 nm; Potency, µM (series often up to 114 µM), inactives show at the top dose activity change, negative = inhibition, most hits filed as inhibitors; hit rate 3% among 360,000; AID 485364, 2010; further: potency means the concentration at half of the fitted maximal effect; nearly all actives have a fitted effect of over 60% in size
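TGR 20 nM + NADPH 100 uM (dispensed conc.), cpd preinc 15 min RT; start with NADPH (500 uM addition) then DTNB (15 mM addition). Kinetic TNB absorbance, 405 nm filter. Four-parameter Hill fit across titration.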
The depositor's hits bear a star; ? = inconclusive; / = no result given; & = joins results of further samples; [ ] = remark or other dose. Unless noted, the call rests on the fitted dose curve; in most records, active means well fitted curve in the direction sought with a large enough effect; inconclusive means small, poorly fitted or top-dose-only effect, or another doubt; inactive means no such curve, though single readings can be large; an effect the other way counts as inactive or inconclusive. Unless noted, on the % scale 0 is the no-effect control and ±100 the full control effect.

| Compound | FBPA Giardia inh | HCMV inh | Sm TGR block | AmpC no deterg | AmpC inh detg | HCV inhibitor |
| --- | --- | --- | --- | --- | --- | --- |
| CC[C@]12c3[nH]c4cc(CCC(=O)N(C)C)ccc4c3CCN1C(=O)[C@@H](CC(=O)NCc1ccc(OC)c(OC)c1)C[C@@H]2C(=O)N1CCN(C(=O)c2ccco2)CC1 | / | 20 | / | 213%[activator] | / | ? |
| O=C(COC(=O)c1ccc(O)cc1)Nc1ccccc1 | -1% | -33 | -27% | -21% | -9% | 9% |
| CCOC(=O)CSc1nnc(CNC(=O)c2cccs2)n1-c1cc(C)ccc1C | 0% | 9 | ? | 19% | 1% | 12% |
| COc1ccccc1NC(=O)N1CCCC1C(=O)Nc1ccc2c(c1)OCO2 (centres undefined) | 1% | 15 | 0% | -9% | -13% | -1% |
| O=C(Cn1ccn(-c2ccc(F)cc2)c(=O)c1=O)Nc1ccccc1C(F)(F)F | / | -30 | -3% | / | -1% | / |
| COC(=O)N1N=C(c2ccccc2)CC1(O)C(F)(F)F (centres undefined) | 1% | 47 | 15% | 0% | 3% | 10% |
| COc1cc(OC)cc(C(=O)NNC(=O)c2ccc3c(c2)OCCO3)c1 | / | 6 | / | -10% | / | 2% |
| O=C1/C(=C/c2ccc(N3CCCC3)cc2)NC(=S)N1C1CC1 | 0% | -17 | -15% | -46% | 1% | ? |
| Cc1c(N=C/C=C/c2ccccc2)c(=O)n(-c2ccccc2)n1C | 1% | -3 | 3%[11.4 µM] | -8% | -2% | 4% |
| CSc1c(CC(=O)Nc2ccccc2)n(Cc2ccccc2)c2ccccc12 | 0% | 62 | 2% | -14% | -12% | 0% |
| Cc1ccc(-c2cc(C(=O)N/N=C/c3c[nH]c4ccccc34)n[nH]2)o1 | 4% | 5 | -12% | -46% | -8% | -2% |
| O=[N+]([O-])c1ccc(OS(=O)(=O)Cc2ccccc2)cc1 | 1% | -30 | 0% | -53% | 0% | 25% |
| COc1ccc(NC(=O)C2CC(=O)N(Cc3ccc(C)cc3)C2)cc1S(=O)(=O)N1CCCCC1 (centres undefined) | 5% | -8 | 5% | 104%[activator] | 2% | ? |
| CN(CC(=O)Nc1ccccc1Cl)C(=O)c1cccc(-n2cccc2)c1 | / | 2 | 9% | -14% | 0% | 12% |
| CCN1C(=O)/C(=C\N(C(C)=O)c2ccccc2)OC1=S | 2% | 24 | 0% | -3% | 7% | ? |
| CCCCN(CCCC)C(=O)CSc1nnc2n(C)c(=O)c3c4c(sc3n12)CCCC4 | 0% | -31 | 0% | -6% | -9% | 6% |
| C1CCc2c(nc3nnnn3c2NC2CCCC2)C1 | / | -31 | -22% | -19% | -8% | 7% |
| COc1cc(C(=O)Oc2ccc3c(c2)OCC3=O)cc(OC)c1OC | 5% | 73 | 20% | -10% | 3% | -21% |
| COC(=O)c1ccc(-c2ccc(Cl)cc2)nc1C | 0% | 57 | 21% | -5% | 5% | 9% |
| CCOc1ccc(S(=O)(=O)N2CCN(c3ccccc3OC)CC2)c2cccnc12 | -13% | 3 | 1% | 157%[activator] | ? | -18% |
| CC(=O)C1=C(c2ccc(Cl)c(Cl)c2)N(C(C)=O)n2c(nnc2C2CCCCC2)S1 | / | 33 | 2% | / | 3% | / |
| COC(=O)c1ccccc1Oc1ccc(NC(=O)C(C)(C)CCl)cc1 | 5% | -21 | -7% | -7% | -8% | -12% |
| CCOCCCNC(=O)C(c1ccc(C)cc1)N(Cc1cccs1)C(=O)CNC(C)=O (centres undefined) | 2% | 40 | 2% | 67%[activator] | -8% | -5% |
| Cc1cccc(CSc2ncnc3ccccc23)c1 | -1% | -15 | -4% | 0% | -7% | ? |
| CC(C)(C)C(=O)Nc1ccnc(-c2cccnc2)n1 | 2% | / | -23% | -9% | ? | / |
| O=C(CCC(=O)N1CCCCC1)Nc1nnc(C2CCCCC2)s1 | / | -1 | -4% | 23% | ? | 22% |
| Cc1oc2cc3oc(=O)c(CCC(=O)N(C)CC(=O)O)c(C)c3cc2c1C | -3% | -33 | -22% | -2% | 0% | 34%[activator] |
| C=CCC1(CC=C)CCCN1C(=O)Cn1nnnc1CN(C)C(C)C | 6% | -1 | -25% | 8% | -8% | 17% |
| Cc1ccc(CCNC(=O)CN2C(=O)COc3ccc(S(=O)(=O)N4CCC(C)CC4)cc32)cc1 | -2% | ? | -1%&4% | 0% | -7%&6% | ? |
| O=C(CN(CC1CCCO1)C(=O)CNS(=O)(=O)c1ccc(Cl)cc1)NCCc1ccccc1 (centres undefined) | 0% | 68 | 3% | 76%[activator] | 0% | 8% |
| O=C1NC[C@H](Cc2ccc(O)cc2)N(CCc2cccc3ccccc23)C1=O | 7% | 18 | ? | -7% | 0% | -16% |
| CSC1=NCCN1C(=O)Cc1ccc(-c2ccccc2)cc1 | 2% | -34 | 0% | 81%[activator] | -1% | ? |
| CCCC(C(=O)NCc1ccco1)N(C(=O)CNS(=O)(=O)c1ccc(Cl)cc1)C1CCCC1 (centres undefined) | -13% | 4 | -18% | -4% | 0% | 23%&4% |
| N#Cc1ccc(C23CC4(C2)[C@H](CN(Cc2ccc(-c5ccccc5)cc2)[C@@H]4c2ccccc2)C3c2ccc(Cl)nc2)cc1 (some centres undefined) | 2%&7% | -3 | ? | -4% | 2% | 7% |
| Cc1occc1C(=O)NC1CCCN(Cc2ccc(CC(C)C)cc2)C1 (centres undefined) | 8% | -69* | -19% | 73%[activator] | -14% | ? |
| COc1cc(C2NC(=O)NC(C)=C2C(=O)Nc2cc(C)cc(C)c2)ccc1O (centres undefined) | / | 6 | -15% | / | 10% | / |
| CC1CC(C)CN(C(=O)CSc2n[nH]c(N)n2)C1 (centres undefined) | / | 0 | / | -13% | / | 1% |
| Cc1ccc(C(=O)CSc2ccccn2)cc1 | -5% | 61 | -16% | -13% | -3% | -11% |
| O=c1oc(-c2ccc(Cl)c(Cl)c2)nn1-c1ccc(C(F)(F)F)cn1 | 7% | 21 | 14% | -6% | 1% | 2% |
| C[C@H]1COC(=O)[C@H](Cc2ccc(F)cc2)CC/C=C/C[C@@H](CC(=O)N[C@@H](CO)Cc2ccccc2)C(=O)N1 | / | -7 | / | 205%[activator] | / | 1% |
| Cc1ccccc1OCC(=O)OCc1cc(=O)n2ccsc2n1 | / | 5 | -1% | / | 13% | / |
| O=C(O)C1=C(OCc2ccccc2)C(=O)NCC1 | -1% | -6 | -10% | -28% | -1% | 19% |
| CC(=O)c1ccc(OCc2cc(C(=O)NC(C)Cc3ccccn3)no2)cc1 (centres undefined) | 2% | 10 | ? | 16% | -1% | -14% |
| O=C(Cc1ccc(Br)cc1)Nc1ccc(S(=O)(=O)NCC2CCCO2)cc1 (centres undefined) | 1% | -22 | 5% | -2% | 1% | -7% |
| O=C(CN1CCOCC1)N/N=C/c1ccc(-c2cccc(Cl)c2Cl)o1 | -6% | 71 | 3% | 136%[activator] | 7% | -7% |
| COC(=O)C(O)(c1ccc(N(C)C(=O)c2cccs2)cc1)C(F)(F)F (centres undefined) | 2% | -18 | -1% | 5% | 0% | 10% |
| CCOC(=O)Cc1csc(Nc2c(C)n(C)n(-c3ccccc3)c2=O)n1 | 8% | -11 | -17% | -6% | ? | 0% |
| Cc1ccc(C)c(Nc2ncnc3onc(C)c23)c1 | / | -13 | -1% | / | 12% | / |
| Cc1cccc(N2CCN(C(c3ccccc3)c3nnc(-c4ccccc4Cl)o3)CC2)c1C (centres undefined) | / | 3 | 7% | / | 16% | / |
| CC1(C)N=C(SCC(=O)Nc2ccc(Cl)cc2)C(c2ccccc2)=N1 | -5% | -80* | -7% | 66%[activator] | ? | ? |
| COC(=O)[C@H](CCSC)NC(=O)N1CCN(c2cccc(C(F)(F)F)c2)CC1 | 3% | -6 | 0% | 62%[activator] | -16% | 21% |
| NC(=S)Cc1ccccc1Cl | 2% | 44 | -19% | -9% | 3% | 1% |
| Cc1ccc(S(=O)(=O)NCCC(=O)Nc2ccc(C)cc2C(=O)c2ccccc2)cc1 | 3% | -7 | 4% | -19% | 7% | -2% |
| CCCCCn1c(C(C)NC(=O)CCC)nc2ccccc21 (centres undefined) | 1% | 5 | 6% | 57% | ? | ? |
| CCCCOc1ccc(C(=O)OCC(=O)N2CCCCCC2)cc1 | / | -16 | / | 36% | / | ? |
| CCC(OC(=O)C(CC(C)C)NC(=O)c1ccccc1)C(=O)Nc1nnc(C)s1 (centres undefined) | / | ? | -5% | 25% | -3% | -10% |
| Cc1ccc(NC(=O)NCc2c(C)nn(C)c2C)cc1Cl | 0% | 145 | 10% | 33% | 2% | ? |
| O=Cc1ccc(C(=O)OCC(=O)NCc2ccco2)cc1 | / | 27 | / | -41% | / | 13% |
| COc1ccccc1NC(=O)Nc1ccccc1N1CCOCC1 | -3% | -4 | 3% | -9% | 1% | -27% |
| O=C(Nc1nccs1)C1CC(=O)N(c2ccc(Cl)cc2)C1 (centres undefined) | 5% | 15 | 9% | -21% | -12% | -6% |

Other records
| Compound | FBPA Giardia inh | HCMV inh | Sm TGR block | AmpC no deterg | AmpC inh detg | HCV inhibitor |
| --- | --- | --- | --- | --- | --- | --- |
| COc1ccc(NC(=O)c2c(NC(=O)C(F)(F)F)sc3c2CCCCC3)cc1 | / | -23 | 2% | / | 11% | / |
| Cc1ccc(C)c(C(=O)COC(=O)C(C)N2C(=O)C3C4CCC(C4)C3C2=O)c1 (centres undefined) | / | 21 | 22µM* | 74%[activator] | -3% | 3% |
| CCOC(=O)C1=C(COC(=O)[C@H](C)NS(=O)(=O)c2ccc(NC(C)=O)cc2)NC(=O)NC1C (some centres undefined) | / | -28 | 0% | -4% | 0% | 9% |
| Cc1ccsc1C(=O)OCC(=O)NCCNC(=O)COC(=O)c1sccc1C | / | -2 | 2% | -7% | -13% | ? |
| CCn1c(SCC(=O)N2CCCC2)nnc1-c1ccco1 | 9% | 7 | -13% | -5% | -11% | 7% |
| COC(=O)C(NC(C)=O)(Nc1nc2c(C)cc(C)cc2s1)C(F)(F)F (centres undefined) | 0% | -9 | -4% | 16% | 0% | ? |
| O=C1CCCCN1CC(=O)N1CCCC(Nc2ccc(F)c(F)c2)C1 (centres undefined) | 3% | 3 | -25% | -3% | ? | 4% |
| O=C1OCCC1N1C(=O)c2ccccc2S1(=O)=O (centres undefined) | 1% | 0 | -18% | -7% | -19% | -8% |
| COc1ccc2[nH]c(O)c(NC(C)=O)c2c1 | -19% | 23 | -13% | -25% | 0% | 5% |
| COc1cccc(CNC(=O)c2ccc(N3CCOCC3)c([N+](=O)[O-])c2)c1 | 5% | 7 | 4% | -21% | -15% | -12% |

3 entries from above, with two lines to a compound.
Every second line gives: FBPA Giardia inh | HCMV inh | Sm TGR block | AmpC no deterg | AmpC inh detg | HCV inhibitor
COC(=O)C(O)(c1ccc(N(C)C(=O)c2cccs2)cc1)C(F)(F)F (centres undefined)
 : 2% | -18 | -1% | 5% | 0% | 10%
CCOC(=O)Cc1csc(Nc2c(C)n(C)n(-c3ccccc3)c2=O)n1
 : 8% | -11 | -17% | -6% | ? | 0%
Cc1ccc(C)c(Nc2ncnc3onc(C)c23)c1
 : / | -13 | -1% | / | 12% | /
